High-throughput results as filed in PubChem BioAssay.
AmpC inh no detg – inhibitors of E. coli AmpC beta-lactamase without detergent. AmpC nitrocefin hydrolysis, absorbance 480 nm, 0.0001% Triton. Potency, µM (doses to about 57.1 µM), without a hit: top-dose activity change, negative = inhibition, most hits filed as inhibitors. actives 0.52% (n = 330,000);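 note: potency is the fitted concentration of half-maximal effect; plate controls were no compound for no effect and no enzyme for full effect; nearly all actives have a fitted effect of over 20% in size; some results filed as inactive show a strong effect at the top dose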
Target sequence (P00811 whole entry, looked up): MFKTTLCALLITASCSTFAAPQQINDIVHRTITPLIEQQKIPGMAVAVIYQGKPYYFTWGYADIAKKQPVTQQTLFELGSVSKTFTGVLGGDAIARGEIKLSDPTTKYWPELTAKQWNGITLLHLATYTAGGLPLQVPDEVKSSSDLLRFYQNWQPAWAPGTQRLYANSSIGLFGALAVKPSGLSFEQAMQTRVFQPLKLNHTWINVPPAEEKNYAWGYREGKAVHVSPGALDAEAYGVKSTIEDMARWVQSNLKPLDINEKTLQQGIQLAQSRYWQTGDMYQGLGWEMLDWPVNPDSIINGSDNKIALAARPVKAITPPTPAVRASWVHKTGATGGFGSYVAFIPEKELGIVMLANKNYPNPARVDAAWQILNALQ
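AmpC (5.3 nM in the dispensed reagent) in 20 mM phosphate pH 7.0 with 0.01% (detergent screen) or 0.0001% Triton X-100 was preincubated with compounds for 15 min at room temperature. Nitrocefin was then added from an 800 uM solution, and hydrolysis was followed at 480 nm.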
Sm TGR inh – blocks Schistosoma mansoni thioredoxin glutathione reductase; Q962Y6; purified TGR, DTNB reduction, TNB absorbance 405 nm; Potency, µM (series often up to 114 µM), inactives show at the highest dose activity change, negative = inhibition, most hits filed as inhibitors; actives 3% (n = 360,000); AID 485364; note: potency is the fitted concentration of half-maximal effect; nearly all actives have a fitted effect of over 60% in size
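Kinetic colorimetric format: TGR-catalysed, NADPH-driven DTNB reduction monitored via TNB absorbance. Enzyme dispensed at 20 nM; compound exposure 15 min at room temperature before reaction start.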
HCV inhibitor – HCV inhibition; Huh7.5.1 HCVcc-Cre infection, luciferase reporter, 44 h; Potency, µM (doses to about 41.8 µM), for the others: at the highest dose activity change, negative = inhibition, most hits filed as inhibitors; actives 3.4% (n = 340,000); AID 651820; note: potency is the fitted concentration of half-maximal effect
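HCVcc-Cre virus at an moi near 0.5 was added right after compound to cells cultured 4 h from seeding (1,000 cells/well). Luciferase activity was determined 44 h later, 15 min after substrate addition at RT.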
FBPA Giardia inh – blocks Giardia fructose-bisphosphate aldolase activity. Potency, µM (highest dose often 59.6 µM), for inactives: top-dose activity, negative = inhibition, usual class: inhibitors. actives 0.71% (n = 290,000). A8B2U2. AID 2451. purified Giardia FBPA; note: potency is the fitted concentration of half-maximal effect; nearly all actives have a fitted effect of over 55% in size
Target sequence (A8B2U2 whole entry, looked up): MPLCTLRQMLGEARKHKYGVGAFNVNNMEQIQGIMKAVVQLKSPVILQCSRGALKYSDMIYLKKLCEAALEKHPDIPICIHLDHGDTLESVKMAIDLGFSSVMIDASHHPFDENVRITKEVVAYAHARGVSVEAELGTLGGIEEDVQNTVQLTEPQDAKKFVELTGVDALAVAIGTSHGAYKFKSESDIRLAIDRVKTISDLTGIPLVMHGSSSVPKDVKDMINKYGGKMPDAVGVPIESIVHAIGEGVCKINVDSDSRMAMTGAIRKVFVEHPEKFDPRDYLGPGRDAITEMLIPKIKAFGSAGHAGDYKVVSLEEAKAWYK
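Giardia FBPA (40 nM reagent) was preincubated 10 min at RT with compound (up to 57.5 uM final), then substrate plus GAPDH/TPI/NAD/arsenate coupling system with diaphorase/resazurin was added; resorufin fluorescence (525/598 nm) was read after 20 min.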
AmpC inh detg – inhibitors of E. coli AmpC beta-lactamase with detergent; actives 0.041% (n = 370,000); AmpC hydrolysis of nitrocefin, absorbance 480 nm, 0.01% Triton; AID 485294; Potency, µM (highest dose often 114 µM), without a hit: at the highest dose activity change, negative = inhibition, most hits filed as inhibitors;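 note: potency is the fitted concentration of half-maximal effect; 0% = no-compound wells and -100% = no-enzyme wells; nearly all actives have a fitted effect of over 25% in size; some results filed as inactive show a strong effect at the top dose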
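20 mM phosphate pH 7.0 + 0.01% (detergent screen) or 0.0001% Triton X-100; 5.3 nM AmpC reagent; cpd preinc 15 min RT; nitrocefin (800 uM stock) to start; A480 q20 s × 4 min; Activity was normalised to no-enzyme and no-compound control wells.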
HCMV antiviral – inhibitors of human cytomegalovirus; HFF cells, HCMV-luciferase reporter, 72 h; active compounds read low; activity change, negative = inhibition, % at 57.5 µM; actives 4.5% (n = 410,000); AID 1259415; in the data active = activity change below about -60%; inconclusive = no clear call, values can overlap the other calls; inactive = above about -39%
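Steps: HFFs plated, 16 h 37C; compounds added; HCMV-luciferase added to MOI 1 PFU/cell; 72 h 37C; OneGlo reagent, 5 min room temperature; luminescence read, normalized to controls.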
An asterisk follows results filed as active; ? = inconclusive; nt = no result given; & = joins results of further samples; [ ] = another dose, or the depositor's remark. Unless noted, calls come from the whole dose curve; as a rule, active = well fitted curve in the direction sought with a large enough effect; inconclusive = small, poorly fitted or top-dose-only effect, or another doubt; inactive = no such curve, though single readings can be large; an effect the other way counts as inactive or inconclusive. Unless noted, % is set by controls: 0 for no effect and ±100 for the full control effect.

Molecule,AmpC inh no detg,Sm TGR inh,HCV inhibitor,FBPA Giardia inh,AmpC inh detg,HCMV antiviral
Cn1nccc1CNC(=O)c1ccnn1C,0.6%,-4.8%,8.7%,-3.2%,-11.3%,16.0
O=C1COc2ccc(C(=O)CSc3nc4ccccc4c(=O)n3-c3ccc(Cl)c(Cl)c3)cc2N1,20.0%,nt,-8.1%,2.7%,0.1%,-80.8*
COc1ccc2c(c1)c(=O)oc1cc(OCC(=O)N3CCC(C)CC3)ccc12,-23.6%,3.8%,?,0.1%,-2.9%,nt
CNc1nc(-c2ccc(Cl)cc2)cs1,-19.5%,-0.2%,?,-17.4%,-6.0%,0.7
Cc1cc(C(=O)NCc2ccc3c(c2)OCO3)n(-c2ccccc2)n1,-14.2%,0.2%,4.5%,0.8%,-7.6%,9.4
COc1ccc(CN(C(=O)c2ccc(C)cc2)c2cccc(N)c2)cc1,-18.6%,-2.4%,-22.9%,nt,-6.8%,-15.9
O=C(CCc1nc2ccccc2[nH]c1=O)OCC(=O)c1cccc2ccccc12,-20.8%,-7.0%,nt,-3.5%,?,nt
COc1ccc(CNC(=O)C23CN(Cc4ccccc4)CC2C(c2ccc([N+](=O)[O-])cc2)=NO3)cc1 (stereo not drawn),-24.8%,0.0%,-24.5%,6.8%,1.3%,18.2
Cc1ccc(CNC(=O)CSc2c(C)cnc3c2c(=O)n(C)c(=O)n3C)cc1,nt,7.1%,nt,nt,-0.6%,-25.0
NS(=O)(=O)c1ccc(NS(=O)(=O)c2ccc3c(c2)OCCO3)cc1,3.2%,2.9%,-0.4%,13.7%,-12.7%,45.3
CCc1ccc(N2C(=O)NC(=O)/C(=C/c3cccn3CCOc3ccc(C)cc3)C2=O)cc1,-33.4%,-14.6%,-1.3%,3.3%,-6.9%,69.4
COc1cc(NS(=O)(=O)c2ccc(NC(=O)C34CC5CC(CC(C5)C3)C4)cc2)ncn1,-33.6%,9.0%,8.2%,4.9%,?,-36.0
CCCCC(=O)N1CCCC(c2nc(-c3cccc(OC)c3)no2)C1 (stereo not drawn),66.1%[activator],4.3%,-6.6%,3.3%,6.4%,3.2
Cc1ccc(S(=O)(=O)N2CCCCC2)cc1NC(=O)c1nn(C)c(=O)c2ccccc12,-27.6%,-1.3%,-19.3%,nt,0.0%,-10.0
O=C(COC(=O)COc1ccc(Cl)cc1)NC1CC1,-18.7%,7.5%,30.7%[activator],nt,5.4%,19.3
Cc1onc(C(=O)Nc2sc3c(c2C#N)CCCC3)c1[N+](=O)[O-],-18.6%,-32.9%,-3.8%,-11.5%,0.6%,?
COc1ccc(C(=O)NCC(c2cccnc2)N2CCN(c3ccccc3)CC2)cc1 (stereo not drawn),nt,6.9%,nt,nt,-7.7%,-4.8
CCOc1ccc(-n2c(SCC(=O)Nc3cc(C)on3)nc3c([nH]c4ccccc43)c2=O)cc1,-26.1%,-8.0%&-0.3%,22.4µM*,0.2%,?,-35.1&-20.8
COc1ccccc1Cn1[nH]nnc1=S,-24.7%,-23.7%,0.1%,?,-9.7%,0.3
COc1cccc(Nc2nc(C)nc3c2oc2ccccc23)c1,-13.3%,7.2%,11.2µM*,-13.8%,-0.9%,32.3
CO/N=C(/CNC(=O)c1cccc(Cl)c1)c1ccc(Cl)cc1,-36.0%,11.8%,?,-5.6%,-9.8%,-9.4
COCCN(C(=O)CCC(=O)Nc1cc(C)on1)C(C(=O)NC(C)(C)C)c1ccc(OC)cc1 (stereo not drawn),18.2%,1.5%,16.4%,2.7%,-2.0%,?
Cc1nc2ccccc2c(=O)[nH]1,-7.9%,-8.1%,13.8%,5.2%,-11.6%,87.1
CCOC(=O)c1cc(CC)sc1NC(=O)c1cc([N+](=O)[O-])ccc1N1CCOCC1,-9.9%,6.8%,?,4.4%,-7.5%,-2.7
COC(=O)Cc1nnc(NC(=O)c2ccccc2)s1,-13.2%,-11.7%,10.5%,0.4%,-10.6%,18.1
C=CCc1ccc(OCCn2cncn2)c(OC)c1,3.6%,-5.2%,5.7%,-2.4%,-5.1%,5.2
COc1ccc(CC(=O)Nc2cccc(SC)c2)cc1OC,-20.7%,?,3.98µM*,0.2%,?,-66.2*
Cn1c2c(c(=O)n(C)c1=O)C1c3ccccc3OCC1C(C)(C)O2 (stereo not drawn),-20.0%,?,9.8%,0.0%,1.2%,-10.8
CCOC(=O)c1c(-c2ccccc2)csc1NC(=O)c1cc(S(=O)(=O)N2CCOCC2)ccc1C,23.9%,-14.5%,?,-1.9%,-4.0%,-39.4
COc1ccccc1-n1c(O)c(C=NCCN2CCNCC2)c(=O)[nH]c1=O,-6.1%,?,11.1%,-0.9%,?,38.3
Cc1ccc(Cl)cc1N1CCN(CCNC(=O)Nc2ccccc2Cl)CC1,nt,3.9%,nt,nt,14.9%,9.9
O=C(Nc1ccc(S(=O)(=O)Nc2ccccn2)cc1)c1ccc(Cl)cc1Cl,-49.9%,-0.4%,-7.3%,6.7%,-8.3%,-36.0
CN1C(=O)C(O)(CC(=O)c2ccccc2O)c2cc(Br)ccc21 (stereo not drawn),0.9%&-4.2%,-13.4%&-15.4%,21.1%&-10.1%,-13.1%&-4.5%,?,6.8
CCN(CC)C(=O)c1ccc2c(c1)N(Cc1c(F)cccc1Cl)C(=O)c1ccccc1S2,nt,3.0%,nt,nt,3.0%,-18.5
Cc1ccc(NC(=O)Cn2nnc(C(=O)NCc3ccc4c(c3)OCO4)c2N)cc1Cl,nt,4.9%,nt,nt,2.5%,?
Cc1ccc(S(=O)(=O)N(C)C)cc1NC(=O)CN1c2cccc3cccc(c23)S1(=O)=O,-43.8%,-23.3%,?,nt,0.3%,-17.7
COc1cccc(C2/C(=C(\O)c3ccc4c(c3)OCCO4)C(=O)C(=O)N2CCN(C)C)c1 (stereo not drawn),-14.6%,-12.9%,4.6%,8.8%,0.9%,35.3
CC(/C=C/c1ccccc1)=N\NC(=O)c1ccncc1,-14.3%,1.5%,1.0%,?,-9.3%,0.0
CC(=O)Nc1ccc(-c2cn3cc(C)ccc3n2)cc1,-34.2%,6.6%,13.0%,-12.7%,-6.1%,86.0
Cc1oc(-c2ccccc2F)nc1CSCC(=O)N1CCN(c2ccccc2)CC1,nt,-2.3%,nt,nt,?,?
COc1cccc(OCC(O)CNC(=O)c2oc3c(C)c(C)ccc3c2C)c1 (stereo not drawn),44.4%,1.7%,?,-4.7%,0.0%,1.1
COc1cccc(N2CCN(C3CC(=O)N(c4ccc(Cl)c(Cl)c4)C3=O)CC2)c1 (stereo not drawn),47.0%,?,-1.1%,-5.5%,-2.1%,18.1
COc1cccc(Cn2c(=O)n(-c3ccc(Br)cc3F)c(=O)c3sc4ccccc4c32)c1,nt,1.7%,nt,nt,20.6%,13.9
O=C(CC12CC3CC(CC(C3)C1)C2)Nc1nncs1,-30.3%,3.1%,-6.4%,12.4%,?,-9.0
C=CCN1C(=O)[C@@H]2Cc3c([nH]c4ccccc34)C(c3cc(OC)c(OC)c(OC)c3)N2C1=S (stereo partly drawn),58.5%,-3.9%,-25.0%,-5.1%,-2.0%,56.7
CCOc1ccc(CCNC(=O)COC(=O)/C=C/c2ccc(OCC#N)c(OC)c2)cc1OCC,100.7%[activator],-13.3%,-23.9%,-8.5%,-2.7%,-25.9
CN1CCN(c2oc(-c3ccccc3)nc2S(=O)(=O)c2ccccc2)CC1,-16.3%,nt,10.9%,nt,nt,-23.2
Cc1ccc2nc(N3CCC(C(=O)NCc4ccc(F)cc4)CC3)[nH]c2c1,nt,5.6%,nt,nt,13.1%,0.0
Cc1c(NC(=O)c2nc3ccccc3nc2N2CCCCC2)cccc1[N+](=O)[O-],nt,0.1%,nt,nt,-1.1%,-9.0
Cc1ccc(/C=N/n2c(-c3cccnc3)n[nH]c2=S)o1,-26.2%,28.2µM*,13.0%,-26.4%,1.0%,56.0
O=C(CCCCCCCCN1C(=O)c2ccccc2C1=O)N1CCOCC1,79.7%[activator],-18.6%,1.3%,4.9%,0.0%,?
CC12CN3CC(C)(CN(C1)C3c1ccc(Cl)cc1Cl)C2O (stereo not drawn),-8.1%,4.6%,?,1.0%,-14.9%,-13.1
COc1ccccc1C(=O)NCCn1cc(SCc2ccc(C)cc2)c2ccccc21,nt,-7.5%,nt,nt,2.1%,-15.3
Cc1ccc(/C=N/N=C2/NC(=O)CS2)o1,-48.6%,-11.5%,11.1%,-0.9%,-5.9%,-13.6
COc1cccc(CC(=O)OCc2csc(CC(=O)Nc3ccccc3C)n2)c1,-11.9%,2.7%,-2.8%,nt,6.1%,-12.6
CC(OC(=O)c1ccc(Cl)c(S(=O)(=O)Nc2ccc(F)cc2)c1)C(=O)NC(N)=O (stereo not drawn),-36.1%,8.9%,-1.9%,0.1%,4.8%,-33.6
COc1ccc(C2CC(C(F)(F)F)n3nc(C(=O)O)c(Cl)c3N2)cc1OC (stereo not drawn),-10.3%,13.4%[11.4 µM],24.3%,8.5%,-13.9%,2.1
CCOC(=O)c1sc(N)c(C#N)c1CSc1nc2ccc(OCC)cc2[nH]1,-14.1%,12.2%,-27.5%,-4.8%,-14.9%,-1.8
Cc1ccc(/C=N/n2c(-c3ccc(Cl)cc3)n[nH]c2=S)s1,-29.5%,-1.4%,5.4%,2.8%,-2.2%,-23.2
CCCCCCSc1cccc(-c2nc3ccc(C)cn3c2NC2CCCCC2)c1,-16.6%,-6.3%,4.8%,nt,-5.3%,-2.1
CC(C)CC(=O)N1CCN(Cc2ccc3c(c2)OCO3)CC1,-6.5%,-9.1%,3.4%,-25.8%,3.0%,20.3
CC1S/C(=N\N=C\c2cccc([N+](=O)[O-])c2)N(C(C)(C)C)C1=O (stereo not drawn),-31.6%,-2.7%,-24.0%,-16.0%,-6.1%,-17.1
COc1cc(NC(=O)Cc2cccs2)ccc1-n1cnnn1,-9.7%,1.8%,?,7.3%,?,-14.1

Record cards (already shown).
CC(OC(=O)c1ccc(Cl)c(S(=O)(=O)Nc2ccc(F)cc2)c1)C(=O)NC(N)=O (stereo not drawn) as listed: AmpC inh no detg = -36.1%; Sm TGR inh = 8.9%; HCV inhibitor = -1.9%; FBPA Giardia inh = 0.1%; AmpC inh detg = 4.8%; HCMV antiviral = -33.6
CCOC(=O)c1sc(N)c(C#N)c1CSc1nc2ccc(OCC)cc2[nH]1 as listed: AmpC inh no detg = -14.1%; Sm TGR inh = 12.2%; HCV inhibitor = -27.5%; FBPA Giardia inh = -4.8%; AmpC inh detg = -14.9%; HCMV antiviral = -1.8
